# tim10-1 inh: inhibits growth of tim10-1 mutant yeast. AID 463190. 330,000 tested, 2.2% active. S. cerevisiae tim10-1 ts strain growth, BacTiter-Glo, 24 h. inhibition, % at 20 µM;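 active = inhibition of at least 40%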;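 note: mutant grown at 25 °C; 0% = DMSO wells with yeast and 100% = wells holding no yeast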
# TIM10 inh: TIM10 yeast growth inhibition; S. cerevisiae TIM10 strain growth, BacTiter-Glo luminescence, 24 h; inhibition, % at 10 µM; 330,000 tested, 1.4% active;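 active = inhibition of 40% or more at the single tested concentration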;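 note: wild-type TIM10 isogenic control strain grown at permissive 25 °C; 0% = DMSO yeast wells and 100% = minimal medium wells without yeast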
# XBP1 UPR activ: adaptive UPR (XBP1) activation; CHO-XBP1 luciferase reporter, IRE1-XBP1 UPR activation, luminescence; percent of tunicamycin response, DMSO as zero; activation, % at 20 µM; 330,000 tested, 0.33% active;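 active = versus positive control, 20 µM dose yields 30% or more activation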;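 note: 100% = tunicamycin at 10 µg/mL and 0% = DMSO only wells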
#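 Material: CHO-XBP1 cells stably carrying IRE1-XBP1-driven luciferase reporter / Amount: 1000 cells per well / Compound: 20 µM, 1% DMSO / Times: 6 h treatment, 37 °C / Detection: luciferase luminescence / Measure: % activation of reporter signal versus tunicamycin and DMSO controls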
# NR3A LBD binder: modulators (binders) of human NR3A ligand-binding domain. NR3A LBD differential scanning fluorimetry, Tm shift; 0% = protein alone, 100% = glycine-bound protein. Tm shift relative to glycine control, % at 25 µM. 340,000 tested, 2.5% active. AID 1259313;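 active = melting temperature shift of at least 10% of the positive control shift, at one fixed dose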
# APJ agonist: APJ receptor agonism. P35414. CHO-K1 APJ PathHunter beta-arrestin, luminescence; 0% DMSO wells, 100% apelin. activation, % at 20 µM. 330,000 tested, 0.11% active;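 active = activation more than six SD over the plate average, tested at 20 µM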;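 note: 0% = DMSO alone and 100% = apelin-13 at 10 nM; some results filed as inactive read as strong as hits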
# Target sequence (P35414 whole entry, looked up): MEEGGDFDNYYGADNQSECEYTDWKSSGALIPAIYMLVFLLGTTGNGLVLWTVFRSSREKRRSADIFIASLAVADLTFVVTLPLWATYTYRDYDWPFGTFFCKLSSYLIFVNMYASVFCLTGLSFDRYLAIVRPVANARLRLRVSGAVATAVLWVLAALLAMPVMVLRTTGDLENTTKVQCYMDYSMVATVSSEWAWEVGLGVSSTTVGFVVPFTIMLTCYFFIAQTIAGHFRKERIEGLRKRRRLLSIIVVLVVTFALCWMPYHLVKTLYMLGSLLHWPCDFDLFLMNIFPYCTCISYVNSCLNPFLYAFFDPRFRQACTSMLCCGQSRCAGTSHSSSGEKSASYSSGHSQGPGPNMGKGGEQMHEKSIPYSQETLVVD
#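 Material: CHO-K1 APJ beta-arrestin complementation cell line; Input: cell density 1000 per well; Incubation: compound stimulation 90 min at 25 °C, detection 60 min; Signal: luminescence from split beta-galactosidase complementation, Galacton Star/Emerald II substrate; Controls: DMSO-only wells as negative, 10 nM Apelin-13 as positive control.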
# NLRP3 yeast inh: inhibitors of NALP3 inflammasome in yeast. 330,000 tested, 0.39% active. Yeast reconstituted NLRP3/ASC/caspase-1, beta-gal luminescence, 24 h. inhibition, % at 10 µM;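 active = inhibition of 50% or more; inactive = inhibition below 50%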;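 note: plate controls were induced DMSO wells for no effect and uninduced yeast grown without galactose for full effect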
# UPR CHOP act: apoptotic UPR (CHOP) activation | activation, % at 10 µM | AID 449763 | 330,000 tested, 0.34% active | CHO-CHOP luciferase reporter, luminescence; percent of tunicamycin response over DMSO baseline;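 active = at 10 µM dose, activation of 40% or more, normalized to positive control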;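 note: 100% = tunicamycin at 10 µg/mL and 0% = DMSO alone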
#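 Material: CHO-CHOP cells, stable luciferase reporter of PERK-eIF2a-CHOP signalling; quantity: 500 reporter cells seeded per well; buffer or medium: F12 medium containing 10% fetal bovine serum; compound: one dose, 10 µM in 0.5% DMSO; incubation: 6 h compound treatment, 37 °C; measured by: Steady-Glo luciferase luminescence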
# Mdm2-MdmX inh: inhibitors of human Mdm2/MdmX interaction; O15151+Q00987; SaOS-2 split-luciferase Mdm2/MdmX complementation, luminescence; inhibition, % at 8 µM; AID 485346; 330,000 tested, 3% active;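 active = inhibition of at least 50% at 8 µM in the primary screen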
# tim23-1 inh: growth inhibitors of tim23-1 mutant yeast. 330,000 tested, 1.3% active. S. cerevisiae tim23-1 growth, BacTiter-Glo luminescence, 24 h. inhibition, % at 20 µM;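 active = growth inhibition of the mutant yeast at or above 50%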;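 note: temperature-sensitive mutant grown at 25 °C; plate controls were DMSO-treated mutant yeast for no effect and medium wells lacking yeast for full effect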
# * marks the source's active call; other numbers are inactive results; . = not tested or not shown.
No.	smiles	tim10-1 inh	TIM10 inh	XBP1 UPR activ	NR3A LBD binder	APJ agonist	NLRP3 yeast inh	UPR CHOP act	Mdm2-MdmX inh	tim23-1 inh
1	CC(=O)Oc1ccc(-c2cccc(C(=O)N(C)c3ccc(O)cc3)c2)cc1	22	13	2	-2	-4	29	2.2	28	-5
2	COc1ccc(-c2nc(CS(=O)CC(=O)NCCc3ccc(C)cc3)c(C)o2)cc1OC (centres undefined)	5	4	-2	-3	-1	7	-1.7	7	-5
3	COC(=O)c1sc(NC(=O)COC(=O)C2CCC2)c(C(=O)OC)c1C	8	-1	-1	-1	1	13	1.0	-18	24
4	Cc1ccc(S(=O)(=O)N2CCCCC2CCNC(=O)C(=O)NCc2ccccc2)cc1 (centres undefined)	30	11	-1	-2	-1	6	-1.2	18	29
5	COC(=O)Cn1c(CCC(=O)O)ccc1-c1ccccc1	6	9	-4	0	-4	8	-2.9	4	0
6	CCOC(=O)C1CCCN(C(=O)CCCn2nc(C)n3c(cc4sccc43)c2=O)C1 (centres undefined)	11	11	-2	0	-1	-1	5.7	-4	26
7	C#CCOCCOCCOCCNc1nc(N2CCN(C(=O)[C@H]([C@@H](C)CC)n3cc([C@@H](N)CC(C)C)nn3)CC2)nc(N2CCN(C(=O)[C@H](Cc3cc4ccccc4[nH]3)n3cc([C@@H](N)CC(C)C)nn3)CC2)n1	12	-2	-2	.	-2	5	0.2	6	2
8	C=CCn1c(C(C)NC(=O)c2cccc(C)c2)n[nH]c1=S (centres undefined)	10	0	1	-2	-3	9	-1.3	13	-9
9	O=C(COC(=O)c1cccs1)NCC1CCCCC1	25	-6	-4	-1	0	14	-1.5	8	9
10	O=C(Nc1nnc(CCN2CCOCC2)s1)C1CCCCC1	4	-1	5	4	-3	-1	0.9	8	-4

# Grouped by structure, those above containing an NH in an aromatic ring (two)
No.	smiles	tim10-1 inh	TIM10 inh	XBP1 UPR activ	NR3A LBD binder	APJ agonist	NLRP3 yeast inh	UPR CHOP act	Mdm2-MdmX inh	tim23-1 inh
7	C#CCOCCOCCOCCNc1nc(N2CCN(C(=O)[C@H]([C@@H](C)CC)n3cc([C@@H](N)CC(C)C)nn3)CC2)nc(N2CCN(C(=O)[C@H](Cc3cc4ccccc4[nH]3)n3cc([C@@H](N)CC(C)C)nn3)CC2)n1	12	-2	-2	.	-2	5	0.2	6	2
8	C=CCn1c(C(C)NC(=O)c2cccc(C)c2)n[nH]c1=S (centres undefined)	10	0	1	-2	-3	9	-1.3	13	-9

# The list continues:
No.	smiles	tim10-1 inh	TIM10 inh	XBP1 UPR activ	NR3A LBD binder	APJ agonist	NLRP3 yeast inh	UPR CHOP act	Mdm2-MdmX inh	tim23-1 inh
11	COc1ccc(N(Cc2cc(=O)[nH]c3ccccc23)C(=O)C(C)C)cc1	6	9	0	0	-1	13	-1.8	-4	5
12	Cc1ccc(CNC(=O)C2CCN(S(=O)(=O)c3ccc4c(c3)CC(C)N4C(=O)C3CCC3)CC2)o1 (centres undefined)	11	16	-5	1	4	8	0.2	36	13
13	COCCn1nnnc1C(c1ccccn1)N1CCN(c2cc(Cl)ccc2C)CC1 (centres undefined)	27	35	0	0	0	9	-1.9	-12	15
14	Cc1ccc(C)c(NC(=O)CN(C)C(=O)COc2cccc3c2OC(C)(C)C3)c1	2	-10	1	2	2	12	1.4	18	17
15	CCOc1ccccc1/C=N/Nc1cc(C)nc2ccc(C)cc12	7	9	1	2	-2	20	1.7	10	40
16	COc1cc2[nH]c(=O)n(Cc3ccc(C(=O)NCC4CCCO4)cc3)c(=O)c2cc1OC (centres undefined)	-3	4	-1	0	1	2	-0.8	11	5
17	CC(C)C(=O)Nc1ccc(NC(=S)NC(=O)c2ccc([N+](=O)[O-])cc2)cc1	21	19	-2	4	-6	0	-0.1	-31	24
18	COC(=O)c1ccccc1NC(=O)Cn1nc2n(C)c3ccccc3n2c(=O)c1=O	26	12	-3	.	-3	0	0.6	-5	17
19	CCc1ccc(S(=O)(=O)NCc2csc(C)n2)cc1	36	8	-4	-2	1	17	0.1	25	14
20	C/C(=N\NC(=O)c1cccnc1)c1nnn(-c2nonc2N)c1C	0	1	-3	0	-3	5	-0.1	18	2

No.	smiles	tim10-1 inh	TIM10 inh	XBP1 UPR activ	NR3A LBD binder	APJ agonist	NLRP3 yeast inh	UPR CHOP act	Mdm2-MdmX inh	tim23-1 inh
21	O=C(NNc1c(Cl)cccc1Cl)c1c(F)cccc1Cl	6	0	2	-3	1	34	0.4	16	-2
22	COC(=O)c1ccc(-c2ccc(/C=N/NC(=O)CC3(C)OCCCO3)o2)cc1	7	-2	3	-3	-4	11	1.6	-41	14
23	CCCNC(=O)c1ccc(CN2CCc3ccccc3C2)cc1	0	-18	-3	-10	2	12	-4.4	0	8
24	COC(=O)[C@H](Cc1ccccc1)NC(=O)N1CCCCCC1	10	0	-5	1	0	10	2.4	4	4
25	COCCn1c(SCC(=O)Nc2ccccc2OC)nc2ccccc21	31	23	-3	1	-2	-5	0.0	12	31
26	FC(F)(F)c1nnc2ccc(N3CCCC3)nn12	-7	4	2	-8	2	18	-0.7	14	2
27	CCOC(=O)COc1ccc(S(=O)(=O)N2CCN(c3ccc(OC)cc3)CC2)cc1	29	20	-2	-1	-2	16	-0.3	-16	29
28	COc1cnn(-c2cccc(Cl)c2)c(=O)c1Cl	-34	-35	-1	0	-1	6	1.2	15	-8
29	CCn1c(CNC(=O)c2ccc(Cl)cc2)nnc1SCC(=O)N1CCOCC1	-7	-4	-3	-1	8	8	0.9	19	-6
30	CCOc1cccc(-c2nn3c(-c4cc(C)[nH]n4)nnc3s2)c1	18	-9	-3	-1	-4	9	2.5	32	28

No.	smiles	tim10-1 inh	TIM10 inh	XBP1 UPR activ	NR3A LBD binder	APJ agonist	NLRP3 yeast inh	UPR CHOP act	Mdm2-MdmX inh	tim23-1 inh
31	CC1CCCN(C(=O)C2CCN(S(=O)(=O)c3cccc4nonc34)CC2)C1 (centres undefined)	4	15	0	1	-2	-9	-0.8	-9	15
32	CSc1nc(NS(=O)(=O)c2ccc(F)cc2F)nn1C	-20	4	-7	1	-1	14	1.6	5	-4
33	O=C(Nc1cccc(F)c1)c1c(O)c2cccc3c2n(c1=O)CCC3	-6	18	1	.	-3	9	-1.8	-24	21
34	COc1cccc(C(=O)N/N=C/C(Br)=C/c2ccccc2)c1	-16	5	-3	6	-4	23	1.1	41	9
35	Cn1c(SCC(=O)N2CCN(c3ccccc3)CC2)nnc1-c1cc2ccccc2o1	26	-7	-3	2	-3	20	-1.0	19	1
36	COCc1cc(C)nc2sc(C(=O)Nc3ccc(C(=O)OC)cc3)c(N)c12	24	14	15	-3	0	8	2.8	47	31
37	CCN(CC)c1ccc(/C=N/NC(=S)NCc2ccccc2)cc1	34	44*	0	0	-2	12	1.3	11	5
38	CC1=CCC2C(=O)N(c3cccc(C(=O)N(C)C4CCCCC4)c3)C(=O)C2C1 (centres undefined)	29	22	1	-3	-4	-7	-0.4	11	34
39	COc1ccc(C(=O)Nc2nnc(CC(=O)N/N=C/c3ccc(O)cc3O)s2)cc1	-5	-1	6	.	-1	-9	0.9	-6	-5
40	CN1C(=O)c2ccccc2N(C)C1c1cccs1 (centres undefined)	-3	3	-1	-1	1	2	0.0	-18	-5

# Some values from the entries so far.
# cpd 32 | NR3A LBD binder = 1
# cpd 37 | tim23-1 inh = 5
# cpd 35 | APJ agonist = -3
# cpd 39 | Mdm2-MdmX inh = -6
# cpd 34 | XBP1 UPR activ = -3
# cpd 33 | NLRP3 yeast inh = 9

# Some of the entries so far, in transposed form:
(32) CSc1nc(NS(=O)(=O)c2ccc(F)cc2F)nn1C
(33) O=C(Nc1cccc(F)c1)c1c(O)c2cccc3c2n(c1=O)CCC3

assay / entry	32	33
tim10-1 inh	-20	-6
TIM10 inh	4	18
XBP1 UPR activ	-7	1
NR3A LBD binder	1	.
APJ agonist	-1	-3
NLRP3 yeast inh	14	9
UPR CHOP act	1.6	-1.8
Mdm2-MdmX inh	5	-24
tim23-1 inh	-4	21

# Single records (already shown).
# CSc1nc(NS(=O)(=O)c2ccc(F)cc2F)nn1C across the screens: tim10-1 inh: -20; TIM10 inh: 4; XBP1 UPR activ: -7; NR3A LBD binder: 1; APJ agonist: -1; NLRP3 yeast inh: 14; UPR CHOP act: 1.6; Mdm2-MdmX inh: 5; tim23-1 inh: -4
# CN1C(=O)c2ccccc2N(C)C1c1cccs1 (centres undefined) across the screens: tim10-1 inh: -3; TIM10 inh: 3; XBP1 UPR activ: -1; NR3A LBD binder: -1; APJ agonist: 1; NLRP3 yeast inh: 2; UPR CHOP act: 0.0; Mdm2-MdmX inh: -18; tim23-1 inh: -5

# Further entries:
No.	smiles	tim10-1 inh	TIM10 inh	XBP1 UPR activ	NR3A LBD binder	APJ agonist	NLRP3 yeast inh	UPR CHOP act	Mdm2-MdmX inh	tim23-1 inh
41	O=C(CNC(=O)c1ccc(Br)cc1)N=Nc1c(O)[nH]c2ccc([N+](=O)[O-])cc12	-16	-2	1	2	-4	16	0.6	-4	-20
42	Cc1ccc(C2C3C(=O)N(c4ccccc4)C(=O)C3N3CCCN23)cc1 (centres undefined)	8	-10	4	3	0	16	0.8	-19	17
43	Cc1ccc(C)c(NC(=O)CN(C)S(=O)(=O)c2ccccc2)c1	10	-9	0	-1	-6	14	0.5	8	12
44	CC(=O)Nc1cccc(NC(=O)c2ccc(C(=O)Nc3cccc(NC(C)=O)c3)nc2)c1	10	-26	1	-28	-1	12	-2.1	-13	-23
45	COC(=O)c1cc(C(=O)OCC(=O)N(C)c2ccccc2)cc([N+](=O)[O-])c1	20	6	0	3	3	28	-1.3	-5	29

# Source: PubChem BioAssay (Sanford-Burnham Center for Chemical Genomics)
